OXTR potentiator: human OXTR potentiators, primary screen, fluorescence, CHO-OTR cells, Fluo-8 calcium | Oxytocin receptor (Homo sapiens), P30559 | Fluo-8 calcium fluorescence, potentiator mode; 0% = oxytocin EC15, 100% = EC100 | activation, % at 3 µM | 320,000 compounds, 0.061% hits | AID 2445, 2010;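 active = activation above that plate's cutoff, the mean activation of tested compounds plus 3 SD, cut at about 6.6% in these data, passing the limit was not always enough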;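 note: 100% uses oxytocin at 75 nM as the full agonist control; some results filed as inactive read as strong as hits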
Target sequence (P30559 whole entry, looked up): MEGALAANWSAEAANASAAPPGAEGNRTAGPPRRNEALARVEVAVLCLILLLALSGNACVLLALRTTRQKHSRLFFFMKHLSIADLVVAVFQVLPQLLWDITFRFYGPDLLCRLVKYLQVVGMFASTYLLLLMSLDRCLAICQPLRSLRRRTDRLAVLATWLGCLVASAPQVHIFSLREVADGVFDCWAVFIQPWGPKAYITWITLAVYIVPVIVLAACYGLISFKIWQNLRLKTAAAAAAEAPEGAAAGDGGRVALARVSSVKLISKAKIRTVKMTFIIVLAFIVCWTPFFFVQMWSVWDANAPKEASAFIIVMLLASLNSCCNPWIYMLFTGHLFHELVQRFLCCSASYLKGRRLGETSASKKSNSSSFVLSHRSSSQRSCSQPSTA
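Replication – single well per compound, singlicate · Assay system – CHO cell line stably expressing human OTR · Timing – 6 min pre-incubation, 100 s read · Measure – normalized max/min fluorescence ratio, % activation · Doses – 3.0 µM, one dose · Detection – Fluo-8 calcium dye fluorescence · Probe or stimulus – oxytocin near EC15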
GalR3 antag: GalR3 antagonists in HEK293 cells, primary screen, cell-based, fluorescence readout; HEK293 GalR3-CNG cAMP membrane potential fluorescence; galR3 body fused to GalR1 C-terminus; inhibition, % at 3 µM; 360,000 compounds, 0.44% hits; AID 651719, 2012;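 active = inhibition above the screen-wide average plus 3 SD, cut at about 13% in these data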;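 note: forskolin and galanin both at EC90 stimulate the cells; cAMP rise reported by CNG channel membrane potential dye signal; 0% = forskolin plus galanin with DMSO and 100% = forskolin alone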
Target sequence (O60755 1-299 limits assumed): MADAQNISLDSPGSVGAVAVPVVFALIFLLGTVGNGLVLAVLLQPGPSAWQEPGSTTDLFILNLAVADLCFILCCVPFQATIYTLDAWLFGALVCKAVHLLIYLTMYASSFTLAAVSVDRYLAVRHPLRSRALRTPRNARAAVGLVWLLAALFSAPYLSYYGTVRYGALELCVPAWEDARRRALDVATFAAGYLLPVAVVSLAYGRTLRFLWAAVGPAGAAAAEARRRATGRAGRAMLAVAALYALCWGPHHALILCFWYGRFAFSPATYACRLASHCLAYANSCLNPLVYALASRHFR
OXTR ag: human OXTR agonists, primary screen, fluorescence, CHO-OTR cells, Fluo-8 calcium; Fluo-8 calcium fluorescence; normalized: DMSO 0%, oxytocin 100%; activation, % at 3 µM; 320,000 compounds, 0.32% hits; AID 2435, 2010;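 active = activation above the mean of all tested compounds plus 3 SD, cutoff set per screening run, cut at about 20% in these data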;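 note: peak over basal fluorescence ratio from a 100 s FLIPR kinetic read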
MEKK2mut PB1 HTS: MEK5 binding signal on mutant MEKK2 PB1, primary screen, biochemical, multiplex bead flow cytometry, Alexa488-MEK5. Alexa488-MEK5 binding to MEKK2 mutant. percent response, % at 10 µM. 290,000 compounds, 0.35% hits. AID 1530, 2009; in the data active = percent response above about 24%, passing the limit was not always enough; note: inactives centre near 1; some results filed as inactive read as strong as hits
NALP1 inh: NALP1 inflammasome inhibitors in reconstituted yeast, colorimetric, S. cerevisiae, triplicate retest; S. cerevisiae NALP1/ASC/caspase-1 growth, X-gal OD620, 72 h; inhibition, % at 10 µM; 280,000 compounds, 0.61% hits; in the data active = inhibition mostly above about 24%, no sharp cut-off; inactive = mostly below about 32%; note: some compounds called inactive have numbers as strong as hits
V1R ag counter: agonists of human V1a receptor, primary screen, counter-screen for OXTR agonist project, fluorescence, CHO-V1R cells; AID 2797, 2010; Vasopressin V1a receptor (Homo sapiens), P37288; 320,000 compounds, 0.25% hits; activation, % at 3 µM; Fluo-8 calcium fluorescence, agonist mode; 0% DMSO, 100% 3 nM vasopressin;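 active = activation above the mean activation of all tested compounds plus 3 SD, per screening run, cut at about 20% in these data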;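 note: signal is peak over basal fluorescence ratio across a 100 second FLIPR read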
GPR7 antagonist: GPR7 receptor antagonists, primary screen, cell-based, fluorescence, single concentration; GPR7-expressing cells, fluorescence antagonist assay; AID 1861, 2009; Neuropeptides B/W receptor type 1 (Homo sapiens), P48145; inhibition, % at 4.4 µM; 290,000 compounds, 1.1% hits; in the data active = inhibition above about 16%, passing the limit was not always enough;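 note: cells stimulated with the agonist NPW; 0% = agonist with vehicle and 100% = vehicle without agonist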
Target sequence (P48145 whole entry, looked up): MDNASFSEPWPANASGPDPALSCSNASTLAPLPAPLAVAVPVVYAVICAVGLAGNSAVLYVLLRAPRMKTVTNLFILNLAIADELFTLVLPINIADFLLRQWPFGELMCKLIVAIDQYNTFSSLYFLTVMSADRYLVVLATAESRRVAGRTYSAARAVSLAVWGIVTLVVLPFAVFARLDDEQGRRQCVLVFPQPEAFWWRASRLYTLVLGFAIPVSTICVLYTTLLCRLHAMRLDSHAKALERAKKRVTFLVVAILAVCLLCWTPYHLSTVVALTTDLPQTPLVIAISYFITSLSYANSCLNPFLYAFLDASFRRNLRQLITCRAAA
MEKK2wt PB1 HTS: modulators of MEK5 binding to wildtype MEKK2, primary screen, biochemical, multiplex bead flow cytometry, Alexa488-MEK5 | AID 1531, 2009 | Alexa488-MEK5 binding to MEKK2 WT; actives lie on both sides | 290,000 compounds, 1.1% hits | binding response (% of control), % at 10 µM; in the data active = binding response below about 67% or above about 130%
M18AAP inhibitor: PfM18AAP inhibitors, malaria aminopeptidase, primary screen, biochemical, QFRET, recombinant enzyme; AID 1822, 2009; M18 aspartyl aminopeptidase (Plasmodium falciparum 3D7); inhibition, % at 7.35 µM; 290,000 compounds, 1.2% hits; H-Glu-NHMec fluorogenic cleavage;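 active = inhibition above the campaign mean inhibition over all tested compounds plus 3 SD, cut at about 28% in these data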;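 note: 0% = plate median of test compound wells and 100% = 2 mM ZnCl2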
An asterisk follows results filed as active.

What do the screens show for `Cc1n[nH]c(=O)c2c(NC(=O)CSc3nnc(-c4ccncc4)n3C)oc(C)c12`?
OXTR potentiator: -6; GalR3 antag: 0; OXTR ag: 0.6; MEKK2mut PB1 HTS: 9; NALP1 inh: 9; V1R ag counter: 0.4; GPR7 antagonist: 12; MEKK2wt PB1 HTS: 110; M18AAP inhibitor: 2

How did Cn1c(SCc2ccc([N+](=O)[O-])cc2)nnc1-c1ccncc1 do in these assays?
OXTR potentiator: -11; GalR3 antag: -8; OXTR ag: -0.5; MEKK2mut PB1 HTS: 6; NALP1 inh: 5; V1R ag counter: 0.6; GPR7 antagonist: -4; MEKK2wt PB1 HTS: 100; M18AAP inhibitor: 4

How did O=C(CNC(=O)C1CCCCC1)Nc1ccccc1Cl do in these assays?
OXTR potentiator: -1; GalR3 antag: -3; OXTR ag: -0.3; MEKK2mut PB1 HTS: 0; NALP1 inh: 8; V1R ag counter: 0.4; GPR7 antagonist: -8; MEKK2wt PB1 HTS: 107; M18AAP inhibitor: 1

How did CCCc1nnc(SCC(=O)Nc2ccccc2Cl)n1CC1CCCO1 (configuration not stated) do in these assays?
OXTR potentiator: -11; GalR3 antag: -4; OXTR ag: -0.6; MEKK2mut PB1 HTS: -16; NALP1 inh: 28; V1R ag counter: 0.5; GPR7 antagonist: 18; MEKK2wt PB1 HTS: 85; M18AAP inhibitor: 0

How did NC(=O)C1CCN(Cc2cccc(OCc3ccccc3)c2)CC1 do in these assays?
OXTR potentiator: -17; GalR3 antag: -9; OXTR ag: -2.0; MEKK2mut PB1 HTS: 0; NALP1 inh: 12; V1R ag counter: 1.3; GPR7 antagonist: 20; MEKK2wt PB1 HTS: 102; M18AAP inhibitor: 6

What do the screens show for `COc1ccc(C(=O)N/N=C/c2ccc3cccc(O)c3n2)cc1`?
OXTR potentiator: -13; GalR3 antag: -3; OXTR ag: 7.7; MEKK2mut PB1 HTS: 6; NALP1 inh: 7; V1R ag counter: 15; GPR7 antagonist: -6; MEKK2wt PB1 HTS: 99; M18AAP inhibitor: 5

What do the screens show for `O=C(CCc1ccccc1)NC(NC(=S)Nc1ccc(Cl)cc1)C(Cl)(Cl)Cl` (configuration not stated)?
OXTR potentiator: -20; GalR3 antag: -4; OXTR ag: 8.3; MEKK2mut PB1 HTS: 1; NALP1 inh: -9; V1R ag counter: 9.1; GPR7 antagonist: -6; MEKK2wt PB1 HTS: 101; M18AAP inhibitor: -18

Results for COC(=O)COc1ccc(C2Nc3c(Cl)ccc(C(=O)O)c3C3C=CCC32)cc1 (configuration not stated) ?
OXTR potentiator: 9; GalR3 antag: 0; OXTR ag: 2.3; MEKK2mut PB1 HTS: 0; NALP1 inh: 4; V1R ag counter: 0.6; GPR7 antagonist: -10; MEKK2wt PB1 HTS: 96; M18AAP inhibitor: 15

What do the screens show for `Cc1ccc(S(=O)(=O)NC(=NC2CCCCC2)c2ccc(Cl)cc2)cc1`?
OXTR potentiator: -8; OXTR ag: -1.2; MEKK2mut PB1 HTS: -1; NALP1 inh: 20; V1R ag counter: -0.2; GPR7 antagonist: 5; MEKK2wt PB1 HTS: 99; M18AAP inhibitor: 4

Results for NC(=O)C1CCN(c2nc(-c3ccccc3N)cs2)CC1 ?
OXTR potentiator: -2; GalR3 antag: -4; OXTR ag: 1.5; V1R ag counter: 0.5

Results for CC1CCCCC1NC(=O)c1ccc2c(c1)OCCO2 (configuration not stated) ?
OXTR potentiator: -2; GalR3 antag: -3; OXTR ag: -0.9; V1R ag counter: -0.1

What do the screens show for `O=C(C1CCCCC1)N1CCCc2ccccc21`?
OXTR potentiator: -20; GalR3 antag: 1; OXTR ag: 30*; MEKK2mut PB1 HTS: 6; NALP1 inh: 19; V1R ag counter: -1.1; GPR7 antagonist: -13; MEKK2wt PB1 HTS: 104; M18AAP inhibitor: 0

Results for Cn1c(=O)c(=O)n(C)c2cc(N3CCCCC3)c(NS(=O)(=O)c3ccc(Br)cc3)cc21 ?
OXTR potentiator: -8; GalR3 antag: -2; OXTR ag: 0.5; MEKK2mut PB1 HTS: 3; NALP1 inh: 25; V1R ag counter: 0.6; GPR7 antagonist: -11; MEKK2wt PB1 HTS: 100; M18AAP inhibitor: 9

Results for COc1ccc(Nc2nc(N)nc(CCl)n2)cc1 ?
OXTR potentiator: -2; GalR3 antag: -4; OXTR ag: -1.7; MEKK2mut PB1 HTS: 0; NALP1 inh: 19; V1R ag counter: 0.2; GPR7 antagonist: -14; MEKK2wt PB1 HTS: 99; M18AAP inhibitor: 2

Results for CCOc1ccc(OCCOc2ccc(/C=C/C(=O)O)cc2OCC)cc1 ?
OXTR potentiator: -10; GalR3 antag: -7; OXTR ag: 3.1; MEKK2mut PB1 HTS: -1; NALP1 inh: -19; V1R ag counter: 2.2; GPR7 antagonist: 0; MEKK2wt PB1 HTS: 95; M18AAP inhibitor: 11

Results for COc1c(Cl)cc(Cl)cc1C(=O)Nc1ccc(CN2CCOCC2)cc1 ?
GalR3 antag: -11; MEKK2mut PB1 HTS: 0; NALP1 inh: 19; GPR7 antagonist: -5; MEKK2wt PB1 HTS: 107; M18AAP inhibitor: -3

Results for COc1ccc(CC(=O)O/N=C(\N)Cc2ccc([N+](=O)[O-])cc2)cc1 ?
OXTR potentiator: -7; GalR3 antag: 0; OXTR ag: -2.4; MEKK2mut PB1 HTS: 8; V1R ag counter: 1.4; GPR7 antagonist: -1; MEKK2wt PB1 HTS: 102; M18AAP inhibitor: 2

Results for CCCCc1nc2cc(C(=O)N3CCC(O)CC3)ccc2o1 ?
GalR3 antag: -5; MEKK2mut PB1 HTS: 1; NALP1 inh: 9; GPR7 antagonist: 15; MEKK2wt PB1 HTS: 99; M18AAP inhibitor: -6

How did O=C(Nc1ccc2c(c1)OCO2)Nc1ccc(Cl)cc1Cl do in these assays?
OXTR potentiator: -4; GalR3 antag: -4; OXTR ag: 0.1; MEKK2mut PB1 HTS: 2; NALP1 inh: 6; V1R ag counter: -0.8; GPR7 antagonist: 4; MEKK2wt PB1 HTS: 100; M18AAP inhibitor: -2

How did COc1ccc(/C=N/NC(=O)CCn2nc(C)cc2C)cc1O do in these assays?
OXTR potentiator: -2; GalR3 antag: -6; OXTR ag: 0.8; MEKK2mut PB1 HTS: 6; NALP1 inh: 0; V1R ag counter: 0.1; GPR7 antagonist: -11; MEKK2wt PB1 HTS: 103; M18AAP inhibitor: -12

Results for O=C(CSCc1ccccc1Cl)NCCSc1ccccn1 ?
OXTR potentiator: -2; GalR3 antag: -7; OXTR ag: -0.6; MEKK2mut PB1 HTS: -17; NALP1 inh: 3; V1R ag counter: -0.9; GPR7 antagonist: -1; MEKK2wt PB1 HTS: 72; M18AAP inhibitor: 7

Results for Cc1cc(NC(=O)CN2C(=O)CCSc3ccccc32)no1 ?
OXTR potentiator: -2; GalR3 antag: 3; OXTR ag: 0.2; MEKK2mut PB1 HTS: -3; NALP1 inh: 26; V1R ag counter: 0.8; GPR7 antagonist: -10; MEKK2wt PB1 HTS: 94; M18AAP inhibitor: 7

What do the screens show for `Cn1c(SCc2ccc([N+](=O)[O-])cc2)nnc1-c1cccnc1`?
OXTR potentiator: -1; GalR3 antag: -4; OXTR ag: 0.8; MEKK2mut PB1 HTS: 0; NALP1 inh: -5; V1R ag counter: 0.7; GPR7 antagonist: -9; MEKK2wt PB1 HTS: 101; M18AAP inhibitor: -10

What do the screens show for `O=C(c1ccc2nc[nH]c2c1)N1CCN(c2ncc(C(F)(F)F)cc2Cl)CC1`?
OXTR potentiator: -7; GalR3 antag: -3; OXTR ag: 5.0; MEKK2mut PB1 HTS: -1; NALP1 inh: 15; V1R ag counter: 8.2; GPR7 antagonist: 1; MEKK2wt PB1 HTS: 100; M18AAP inhibitor: -7

2 records drawn at random from the list so far, as already listed:
How did COc1ccc(/C=N/NC(=O)CCn2nc(C)cc2C)cc1O do in these assays?
OXTR potentiator: -2; GalR3 antag: -6; OXTR ag: 0.8; MEKK2mut PB1 HTS: 6; NALP1 inh: 0; V1R ag counter: 0.1; GPR7 antagonist: -11; MEKK2wt PB1 HTS: 103; M18AAP inhibitor: -12

Results for CCCCc1nc2cc(C(=O)N3CCC(O)CC3)ccc2o1 ?
GalR3 antag: -5; MEKK2mut PB1 HTS: 1; NALP1 inh: 9; GPR7 antagonist: 15; MEKK2wt PB1 HTS: 99; M18AAP inhibitor: -6

(next part)
How did O=C(/C=C/c1ccccc1)Nc1ccc(C(=O)N2CCCCC2)cc1 do in these assays?
OXTR potentiator: 4; GalR3 antag: -6; OXTR ag: -0.5; MEKK2mut PB1 HTS: 0; NALP1 inh: -2; V1R ag counter: 0.8; GPR7 antagonist: -12; MEKK2wt PB1 HTS: 97; M18AAP inhibitor: 3

What do the screens show for `Cc1cc(C)n2nc(-c3sccc3-n3c(C)ccc3C)cc2n1`?
OXTR potentiator: -2; GalR3 antag: -2; OXTR ag: -2.5; MEKK2mut PB1 HTS: -6; NALP1 inh: 8; V1R ag counter: -0.2; GPR7 antagonist: -15; MEKK2wt PB1 HTS: 97; M18AAP inhibitor: 10

How did CC(C)Oc1nc(-c2ccccc2O)nc2ccccc12 do in these assays?
OXTR potentiator: -6; GalR3 antag: -6; OXTR ag: -1.1; MEKK2mut PB1 HTS: 4; NALP1 inh: -17; V1R ag counter: 0.8; GPR7 antagonist: 13; MEKK2wt PB1 HTS: 105; M18AAP inhibitor: -6

What do the screens show for `Cc1csc(NC(=O)c2cc(C)nc3ccccc23)n1`?
OXTR potentiator: -11; GalR3 antag: 1; OXTR ag: 1.2; MEKK2mut PB1 HTS: 0; NALP1 inh: 17; V1R ag counter: 0.5; GPR7 antagonist: 8; MEKK2wt PB1 HTS: 102; M18AAP inhibitor: 7

What do the screens show for `CCn1c(C)cc(/C=C2\SC(=O)N(CC(=O)Nc3ccc(C)c(C)c3)C2=O)c1C`?
OXTR potentiator: -2; GalR3 antag: -4; OXTR ag: 0.9; MEKK2mut PB1 HTS: 0; NALP1 inh: 3; V1R ag counter: 0.6; GPR7 antagonist: 6; MEKK2wt PB1 HTS: 97; M18AAP inhibitor: 0

What do the screens show for `CC(=O)Nc1nnc(CSCc2ccccc2F)s1`?
OXTR potentiator: -9; GalR3 antag: -6; OXTR ag: 8.6; MEKK2mut PB1 HTS: -1; NALP1 inh: 20; V1R ag counter: 0.3; GPR7 antagonist: -6; MEKK2wt PB1 HTS: 91; M18AAP inhibitor: -8

How did Oc1ccc(Cl)cc1C(C#Cc1ccccc1)N1CCOCC1 (configuration not stated) do in these assays?
OXTR potentiator: -13; GalR3 antag: -2; OXTR ag: -1.6; MEKK2mut PB1 HTS: 2; NALP1 inh: 34; V1R ag counter: -0.6; GPR7 antagonist: 1; MEKK2wt PB1 HTS: 101; M18AAP inhibitor: -1

What do the screens show for `Cc1ccc2[nH]c(C(=O)N3CCOCC3)cc2c1`?
OXTR potentiator: -10; GalR3 antag: -2; OXTR ag: -1.2; MEKK2mut PB1 HTS: 1; NALP1 inh: 20; V1R ag counter: -0.3; GPR7 antagonist: -6; MEKK2wt PB1 HTS: 102; M18AAP inhibitor: -6

Source: PubChem BioAssay
